PriA SSB inh: blocks PriA binding to SSB C-terminal tail; AlphaScreen SSBct-PriA binding, biotinylated peptide; inhibition, % at 33 µM; 0.6% of 430,000 active; AID 1272365; in the data active means inhibition mostly above about 37%, no sharp cut-off; inactive means mostly below about 20%;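 further: plate controls were negative control peptide for no effect and reference peptide for full effect; strong numbers were not always called active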
TcdB inh: TcdB glycohydrolase inhibition. TcdB glycohydrolase enzymatic assay, plate reader. inhibition, % at 9.99 µM. 0.24% of 350,000 active. AID 652162; in the data active means inhibition above about 10%
PfHsp40 yeast: rescue of PfHsp40-mediated yeast toxicity; growth rescue, % at 12.5 µM; 0.68% of 340,000 active; S. cerevisiae expressing PfHsp40, growth rescue, ATP luminescence; in the data active means growth rescue above about 28%, passing the limit was not always enough; inconclusive means no clear call, values can overlap the other calls;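 further: yeast W303a lacking pdr1 and pdr3 grown in galactose medium; growth measured after three days at 30 °C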
PrPC TRFRET: cell surface PrPC inhibition, primary TR-FRET screen | inhibition, % at 13.8 µM | 0.43% of 370,000 active | TR-FRET read-out; in the data active means inhibition above about 24%; further: 0% = median of the test wells and 100% = reference compound wells
BoNT-A LC inh2: BoNT A light chain protease inhibition. multiplex microsphere protease substrate cleavage, flow cytometry. inhibition, % at 10 µM. 0.17% of 360,000 active. AID 588499; further: plate controls were buffer without enzyme for full effect and enzyme alone for no effect
SARS 3CLpro inh: SARS-CoV 3CLpro protease inhibition. AID 1706. 0.14% of 290,000 active. recombinant SARS-CoV 3CLpro, quenched FRET peptide cleavage. inhibition, % at 6 µM. P0C6X7; in the data active means inhibition above about 12%
Yp Topo-I inh: blocks Yersinia pestis topoisomerase I activity; Y. pestis Topo-I cleavage product accumulation, plate reader; activity, % at 10 µM; 0.064% of 360,000 active; AID 504884; in the data active means activity above about 50%, passing the limit was not always enough; inconclusive means no clear call, values can overlap the other calls; further: inactives centre near 2
Anthrax LF prot: anthrax lethal factor protease inhibition; P15917; AID 588501; multiplex microsphere protease cleavage assay, LF; 0.12% of 360,000 active; inhibition, % at 10 µM; further: plate controls were buffer without enzyme for full effect and enzyme alone for no effect
Vc quorum ag: induces V. cholerae light production without autoinducers; V. cholerae BH1578 lux reporter, luminescence, 6 h; activation, % at 18.7 µM; 0.16% of 350,000 active; in the data active means activation mostly above about 9.7%, no sharp cut-off; inconclusive means no clear call, values can overlap the other calls; inactive means mostly below about 3.7%; further: not every result past the cut was called active; inactives centre near 0; reference of the scale not given here
* marks the source's active call; other numbers are inactive results; i = inactive; ? = inconclusive; . = not tested or not shown; & = joins results of further samples. Unless noted, no stated cut-off is given here; in the data, active means inhibition above about 30%; inconclusive means no clear call, values can overlap the other calls; inactive means below that. Some of the compounds tested (hit frequency here may not be typical).

SMILES	PriA SSB inh	TcdB inh	PfHsp40 yeast	PrPC TRFRET	BoNT-A LC inh2	SARS 3CLpro inh	Yp Topo-I inh	Anthrax LF prot	Vc quorum ag
CCn1cc(C(=O)O)c(=O)c2cnc(N3CCN(C(=S)NC(=O)c4ccc(OC)cc4)CC3)nc21	-6	-7.5	-2.2	7	3.4	0	9	3	i
CCOC(=O)C(=O)/C(C#N)=C/Nc1ccc(Cl)cc1	-15	.	-0.1	8	-0.9	3	-7	-7	-0.5
CCC(C)(C)C1CCC2(CC1)NC(=O)N(CC(=O)NCCOc1ccccc1)C2=O (stereo not given)	0	0.3	-1.5	-2	-0.2	.	2	-3	i
COCC(C)n1c(C)cc(C(=O)COc2ccc(C)nc2[N+](=O)[O-])c1C (stereo not given)	0	3.9	-1.2	-6	-0.5	1	9	-1	i
CCOC(CNC(=O)CN1C(=O)COc2ccc(S(=O)(=O)N3CCCC3)cc21)OCC	2	1.7	-0.7	8	1.4	-7	1	-1	i
CCn1c(CSc2nnc(-c3ccoc3C)n2C)nc2cc(S(=O)(=O)N(C)C)ccc21	1	.	-0.6	-1	0.7	4	5	-2	-0.4
c1ccc([C@H]2CN3C(=N2)Sc2ccccc23)cc1	-3	-4.4	1.3	17	-0.1	.	9	-7	-9.1
CCCc1cc(=O)[nH]c(SCc2cc(=O)oc3cc(C)c(C(C)C)cc23)n1	5	1.7	-0.2	10	-1.4	5	20	2	-0.4
COc1ccccc1NC(=O)C1CCC(CNc2c(N3CCCCC3)c(=O)c2=O)CC1 (stereo not given)	-12	0.8	-1.8	3	-0.6	2	8	2	-0.5
C=C(C)COc1ccc(-c2nc(N)nc(C(F)(F)F)c2-c2ccc(OC)cc2)c(O)c1	-2	1.3	-0.5	-3	-0.6	5	9	6	i
CCOC(=O)c1c(NC(=O)c2ccc(Cl)cc2)csc1C	-19	.	-0.1	1	0.4	2	11	0	i
N#CCCn1cc(C(=O)Nc2ccc([N+](=O)[O-])cc2)c(-c2ccccc2)n1	0	2.5	-2.2	-31	2.1	-1	-6	1	i
CCc1noc(C)c1C(=O)Nc1sc(C(=O)N(C)C)c(C)c1C#N	-3	0.1	-2.4	8	-2.8	2	-10	5	i
Cc1ccc(S(=O)(=O)N(C)c2ccc(OCC(=O)N3CCCC(C(F)(F)F)C3)cc2)cc1 (stereo not given)	3	1.2	-0.9	8	-2.0	.	25	-4	-4.2
Cc1ccc(COc2ccc(/C=N/NC(=O)CN3CCCCC3)cc2)cc1	.	2.1	-1.8	-21	-0.8	3	8	6	i
Cc1ccc(S(=O)Cc2ccc(C(=O)N3CCN(C(=O)c4ccco4)CC3)o2)cc1 (stereo not given)	-3	0.1	0.1	2	1.8	-2	1	1	-1.8
COc1ccc2c(c1)C1NC(=S)NC(C)(O2)C1C(=O)Nc1ccc(Cl)cc1 (stereo not given)	12	0.8	-0.9	1	0.0	-2	-1	3	-0.1
C/C=C/Cn1c(SCc2ccc(C)cc2)nc2c1c(=O)[nH]c(=O)n2C	-4	.	0.5	3	-0.3	4	4	-3	i
Oc1ccccc1/C=N/n1c(-c2cccs2)n[nH]c1=S	.	.	0.0	.	-1.9	5	-1	-1	-0.6
Cc1nnc(NC(=O)CSc2nnnn2Cc2ccccc2)s1	4	.	0.8	-8	0.2	6	-7	3	-0.5
COc1ccc(N2C(=O)CN=C2Nc2cccc(C)c2C)cc1OC	5	3.1	-0.8	9	0.7	0	1	1	i
CCOc1ccc(CCNC(=O)C2CCCN(S(C)(=O)=O)C2)cc1OCC (stereo not given)	5	-0.6	0.0	-2	-0.8	1	-13	-8	-7.7
COc1cc(/C=N/NC(=O)CCc2c(C)n[nH]c2C)cc(OC)c1OC	.	.	-1.5	-6	-0.1	-1	0	7	-11
O=C1C=C(c2ccc(OC(F)(F)F)cc2)C[C@@H](c2ccc(Cl)cc2)C1	5	1.0	11	-3	0.7	.	12	1	-0.6
O=C(CNC(=O)c1ccccc1)OC(C(=O)c1ccccc1)c1ccccc1 (stereo not given)	-17	0.3	0.0	3	-0.7	3	5	-2	-0.3

A draw from above in order of SMILES length, falling:
SMILES	PriA SSB inh	TcdB inh	PfHsp40 yeast	PrPC TRFRET	BoNT-A LC inh2	SARS 3CLpro inh	Yp Topo-I inh	Anthrax LF prot	Vc quorum ag
Cc1ccc(S(=O)(=O)N(C)c2ccc(OCC(=O)N3CCCC(C(F)(F)F)C3)cc2)cc1 (stereo not given)	3	1.2	-0.9	8	-2.0	.	25	-4	-4.2
CCn1c(CSc2nnc(-c3ccoc3C)n2C)nc2cc(S(=O)(=O)N(C)C)ccc21	1	.	-0.6	-1	0.7	4	5	-2	-0.4
N#CCCn1cc(C(=O)Nc2ccc([N+](=O)[O-])cc2)c(-c2ccccc2)n1	0	2.5	-2.2	-31	2.1	-1	-6	1	i
COc1ccccc1NC(=O)C1CCC(CNc2c(N3CCCCC3)c(=O)c2=O)CC1 (stereo not given)	-12	0.8	-1.8	3	-0.6	2	8	2	-0.5
C/C=C/Cn1c(SCc2ccc(C)cc2)nc2c1c(=O)[nH]c(=O)n2C	-4	.	0.5	3	-0.3	4	4	-3	i
COc1cc(/C=N/NC(=O)CCc2c(C)n[nH]c2C)cc(OC)c1OC	.	.	-1.5	-6	-0.1	-1	0	7	-11
CCOc1ccc(CCNC(=O)C2CCCN(S(C)(=O)=O)C2)cc1OCC (stereo not given)	5	-0.6	0.0	-2	-0.8	1	-13	-8	-7.7
CCc1noc(C)c1C(=O)Nc1sc(C(=O)N(C)C)c(C)c1C#N	-3	0.1	-2.4	8	-2.8	2	-10	5	i
COc1ccc(N2C(=O)CN=C2Nc2cccc(C)c2C)cc1OC	5	3.1	-0.8	9	0.7	0	1	1	i
CCOC(=O)C(=O)/C(C#N)=C/Nc1ccc(Cl)cc1	-15	.	-0.1	8	-0.9	3	-7	-7	-0.5
Cc1nnc(NC(=O)CSc2nnnn2Cc2ccccc2)s1	4	.	0.8	-8	0.2	6	-7	3	-0.5

More results follow.
SMILES	PriA SSB inh	TcdB inh	PfHsp40 yeast	PrPC TRFRET	BoNT-A LC inh2	SARS 3CLpro inh	Yp Topo-I inh	Anthrax LF prot	Vc quorum ag
Cc1cc(NC(=O)CSc2nc(-c3ccccc3)c(C#N)c(=O)[nH]2)no1	-10	.	-0.8	41*	-1.3	3	-12	-2	-2.5
O=C(Nc1ccn(CCCNCc2ccccc2)c(=O)n1)OCc1ccccc1	-5	-1.5	-0.2	2	0.1	.	27	3	-0.2
O=S(=O)(Nc1ccncc1Cl)c1cccc(Cl)c1Cl	-11	-0.2	-0.7	2	0.4	2	4	5	i
O=C(Nc1ccc(Cl)c(C(F)(F)F)c1)c1ccncc1	-5	1.9	3.0	15	0.8	-1	-10	-2	-0.2
C(=N\c1c(-c2ccccc2)nc2n1CCS2)/c1ccccc1	.	.	0.6	-4	-2.3	-6	5	-7	i
CCN(CC)c1ccc(/C=N/N2CCN(Cc3ccc(Cl)cc3)CC2)c(O)c1	.	0.8	4.6	-6	-0.9	-3	6	2	i
O=C(N/N=C/C1CC2CCC1C2)c1ccc2c(c1)OCO2 (stereo not given)	.	.	0.3	12	-1.7	1	-7	-2	-0.7
CC(NC(=O)CN1CCc2ccccc21)c1ccccc1 (stereo not given)	0	.	-1.2	-6	?	2	2	?	i
COc1cccc2[nH]c(C(=O)NN)c(N)c12	16	-0.8	0.0	-2	-0.1	0	-2	-9	-0.6
O=C(NCc1cccnc1)NC1CC(=O)N(c2ccc3c(c2)OCCO3)C1 (stereo not given)	-6	-0.8	-0.6	2	0.2	2	4	-4	-0.4
CC(C)N1CCCC(CNC(=O)CCc2nnc(CCCCc3ccccc3)o2)C1 (stereo not given)	-2	1.2	0.6	-2	-0.6	-1	5	-6	i
CCCCCC1CC(CC(=O)NC(=S)Nc2ccc([N+](=O)[O-])cc2)C(=O)O1 (stereo not given)	4	.	3.1	-15	0.3	2	41	-1	.
CCN(CC)CCOC(=O)c1ccc(NC(=O)C(C)NC(=O)C23CC4CC(CC(C4)C2)C3)cc1 (stereo not given)	0	.	1.0	5	-0.5	0	-3	1	-0.5
Cc1c(Cl)cccc1NS(=O)(=O)c1ccc2c(c1)C1C=CCC1C(c1ccc(C(=O)O)cc1)N2 (stereo not given)	24	.	35*	.	-0.9	3	-1	-4	-0.1
Cc1ccc(OCc2occc2C(=O)O)cc1	-7	0.7	-1.2	-4	-0.5	.	8	6	i
Cc1ccc2cc3cc(C(=O)NCCCN4CCCCCC4)oc3nc2c1	12	.	0.4	-34	3.2	2	10	0	-11
O=C(CSc1ccc(-c2ccccn2)nn1)c1ccc([N+](=O)[O-])cc1	13&32	0.6	95*	-23	-0.9	-4	6	-3	i
Cc1ccc(C(=O)OCC(=O)NC2CCCC(C)C2C)cc1S(=O)(=O)N1CCCCC1 (stereo not given)	-9	2.5	0.1	-2	0.5	.	14	-2	-4.3
COc1cc(/C=N/Nc2ccc(C(=O)O)cc2)cc(OC)c1OC	i	0.6	1.2	1	1.5	2	-3	3	-1.0
Cc1cc2cc(CNC(=O)c3ccco3)ccc2n1C	2	1.2	0.6	3	28	.	14	-18	i
O=C(c1ccc(F)cc1)N1CCCN(c2nc(-c3ccccc3)ns2)CC1	-2	-1.0	-0.4	9	-0.4	4	28	-13	i
Nc1nc2c(c(=O)[nH]1)CN(Cc1ccccc1)CC2	-4	0.7	-0.1	-4	0.6	.	5	-4	i
COc1ccc(NC(=O)c2cc(-c3cc(F)ccc3OC)n[nH]2)cc1OC	.	0.8	.	10	0.1	.	-15	-3	-0.8
CC1=C(/C=C/C(C)=C/C=C/C(C)=C\C(=O)O)C(C)(C)CCC1	-2	-0.3	-0.6	6	0.9	.	8	1	1.6
Cc1ccccc1NC(=O)CNC(=O)c1ccc(C(F)(F)F)cc1	-21	3.1	-1.0	2	-1.3	-2	3	2	-0.2
C=CCNC(=O)Cc1c(OC)ccc2cc(Br)ccc12	7	0.3	-0.8	13	-0.4	0	6	2	-0.2
Cc1ccc(OCC(=O)N(C)CC(=O)Nc2ccc(Cl)c(C(F)(F)F)c2)c([N+](=O)[O-])n1	14	0.9	-0.7	-8	-0.8	.	-1	-1	-0.4
COc1cc2[nH]c3c(=O)n(N)c(=O)[nH]c3c2cc1OC	-7	1.9	0.4	1	-1.3	3	-3	5	i
O=[N+]([O-])c1cccc2ccc(/C=C/c3ccc(Cl)cc3)nc12	15	0.2	1.0	3	-0.6	1	4	-2	-3.4
CCC(C)n1c(-c2cccs2)nc2nc3ccccc3nc21 (stereo not given)	-6	.	-1.1	-11	13	-2	-1	13	.
N#Cc1cccc(NC(=O)COC(=O)c2ccccc2C(=O)c2ccc(Cl)c([N+](=O)[O-])c2)c1	19	.	0.4	-14	0.1	2	5	-4	0.8
COc1ccc(S(=O)(=O)Nc2ccc(NC(C)=O)cc2)cc1	-7	.	-1.9	0	-4.5	-3	-7	-2	-0.2
CCCC[C@@H]1Cc2[nH][nH]c(=O)c2[C@@H](c2ccc(Cl)cc2)O1	.	0.7	.	-4	0.1	.	.	2	.
Cc1cc(C)n2c(NCc3ccccc3)c(CC(C)C)nc2n1	.	-0.2	.	5	0.3	.	.	-1	.
Cc1ccc(C(=O)NN2C(=O)/C(=C/c3cn(C)c4ccccc34)SC2=S)cc1	9	-0.2	-0.9	-4	43*	7	2	26	-0.2
Cc1cc(C(=O)CC#N)c(C)n1-c1c(C)n(C)n(-c2ccccc2)c1=O	-2	0.0	-2.3	6	-1.8	2	-10	4	-0.5
COc1ccc(-c2cc(CNS(=O)(=O)c3ccc(NC(C)=O)cc3)on2)cc1	-7	0.4	3.6	0	-2.0	-11	-2	-4	-0.2

Screening data from PubChem BioAssay.
